# Assay outcomes (PubChem BioAssay)
# ROMK mod: ROMK potassium channel modulators, primary screen, cell-based, thallium flux, MLSMR library. ATP-sensitive inward rectifier potassium channel 1 (Homo sapiens), P48048. Tet-inducible ROMK, thallium flux fluorescence; actives lie on both sides. B-score at 10 µM. 2% of 130,000 active;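 active means signal ratio slope over the read window, or its plate-corrected B-score, at least 3 SD from the plate mean, either direction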;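 further: B-score of the F/F0 ratio slope over 7 to 12 s after thallium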
# PPARg SRC3 recr: PPARgamma agonists recruiting SRC-3 coactivator, primary screen, biochemical; Peroxisome proliferator-activated receptor gamma (Homo sapiens), P37231; biochemical PPARgamma/SRC-3 coactivator recruitment assay; activation, % at 8 µM; 0.26% of 200,000 active; AID 731, 2007; in the data active means activation above about 23%;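 further: 0% = DMSO and 100% = reference agonist; some compounds past the cut are filed as inactive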
# PPARg SRC2 recr: agonists of PPARg-SRC-2 recruitment, primary screen, biochemical, HTS. PPARgamma LBD-SRC-2 recruitment. activation, % at 8 µM. 0.34% of 200,000 active; in the data active means activation above about 22%;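 further: 0% = vehicle and 100% = reference agonist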
# S1P3 antag: S1P3 receptor antagonists, primary screen, cell-based. CHO S1P3 NFAT-BLA reporter, FRET fluorescence, antagonist mode. inhibition, % at 4.98 µM. 0.27% of 170,000 active;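 active means inhibition above the plate cutoff, the mean inhibition of test wells on that plate plus 3 SD, cut at about 28% in these data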;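 further: cells challenged with S1P at its EC80 of 0.8 µM; blue over green emission ratio from cleaved BLA substrate after 4 h stimulation; 0% = S1P-stimulated wells and 100% = unstimulated DMSO-only wells; some compounds past the cut are filed as inactive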
# STAT3 act: IL-6 driven STAT3 reporter potentiators, primary screen, U3A cells, luciferase, luminescence, MLSCN library; IL-6 STAT3-luciferase reporter; 100% = signal with IL-6 EC80 alone; activation (% of control), % at 5.6 µM; 0.91% of 190,000 active; AID 871, 2007;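 active means activation above the screen-wide mean of compound activation plus 3 SD, cut at about 130% in these data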;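 further: 0% = background luminescence of wells with medium and substrate only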
#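 Test system: STAT3-luciferase reporter U3A cells; Detection: reporter luminescence signal; Times: 1 h compound pre-exposure, 6 h IL-6 stimulation, 37 °C; Benchmarks: IL-6-only high control; Also added: IL-6 stimulus at 33 ng/mL final.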
# TLR4 MyD88 comp: inhibitors of TLR4-MyD88 association in cells, primary screen, cell-based, HeLa CL3-4, BLA complementation, FRET ratio | Toll-like receptor 4 (Homo sapiens) + Myeloid differentiation primary response protein … | HeLa CL3-4 TLR4/MyD88 BLA complementation | inhibition, % at 8.4 µM | 0.18% of 200,000 active | AID 861, 2007; in the data active means inhibition above about 25%;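 further: 0% = vehicle and 100% = reference inhibitor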
# Target sequence (O00206 whole entry, looked up): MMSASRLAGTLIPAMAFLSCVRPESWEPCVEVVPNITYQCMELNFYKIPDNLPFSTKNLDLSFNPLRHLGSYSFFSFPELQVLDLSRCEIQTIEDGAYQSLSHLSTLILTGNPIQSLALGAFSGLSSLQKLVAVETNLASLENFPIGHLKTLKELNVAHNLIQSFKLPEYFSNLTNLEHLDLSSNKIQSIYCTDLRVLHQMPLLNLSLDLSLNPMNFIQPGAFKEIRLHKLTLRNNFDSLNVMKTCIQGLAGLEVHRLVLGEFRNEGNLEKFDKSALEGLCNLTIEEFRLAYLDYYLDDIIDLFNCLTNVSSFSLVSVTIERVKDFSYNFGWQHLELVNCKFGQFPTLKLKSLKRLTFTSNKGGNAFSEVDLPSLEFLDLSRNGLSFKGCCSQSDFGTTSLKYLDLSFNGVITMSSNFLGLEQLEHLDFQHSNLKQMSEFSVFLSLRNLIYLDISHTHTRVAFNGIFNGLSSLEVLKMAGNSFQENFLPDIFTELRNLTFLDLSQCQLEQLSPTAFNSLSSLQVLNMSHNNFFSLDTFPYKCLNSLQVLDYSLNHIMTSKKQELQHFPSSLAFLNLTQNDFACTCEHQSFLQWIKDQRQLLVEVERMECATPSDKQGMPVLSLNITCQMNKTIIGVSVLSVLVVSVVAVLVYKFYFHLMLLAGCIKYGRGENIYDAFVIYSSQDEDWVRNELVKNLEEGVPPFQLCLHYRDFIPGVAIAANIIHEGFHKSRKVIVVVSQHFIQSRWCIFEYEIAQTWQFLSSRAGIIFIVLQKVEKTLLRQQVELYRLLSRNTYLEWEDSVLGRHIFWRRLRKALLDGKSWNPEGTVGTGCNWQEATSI
# Target sequence (Q99836 whole entry, looked up): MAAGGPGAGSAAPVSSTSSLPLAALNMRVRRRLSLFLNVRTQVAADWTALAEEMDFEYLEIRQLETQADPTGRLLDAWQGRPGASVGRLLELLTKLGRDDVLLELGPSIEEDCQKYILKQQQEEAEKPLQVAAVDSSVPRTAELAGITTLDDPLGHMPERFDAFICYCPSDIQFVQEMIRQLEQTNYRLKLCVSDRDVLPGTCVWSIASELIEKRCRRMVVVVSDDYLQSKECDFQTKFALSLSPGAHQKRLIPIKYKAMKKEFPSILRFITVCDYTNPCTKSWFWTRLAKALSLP
# PPARg SRC1 recr: PPARgamma agonists recruiting SRC-1 coactivator, primary screen, biochemical; AID 631, 2007; PPARgamma-SRC-1 coactivator recruitment biochemical assay; 0.41% of 200,000 active; Peroxisome proliferator-activated receptor gamma (Homo sapiens), P37231; activation, % at 8 µM; in the data active means activation above about 19%;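 further: 0% = DMSO and 100% = reference agonist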
# STAT3 inh: IL-6 driven STAT3 reporter inhibitors, primary screen, U3A cells, luciferase, luminescence, MLSCN library. IL-6 STAT3-luciferase reporter; host cell line lacks STAT1. inhibition, % at 5.5 µM. 0.89% of 190,000 active. AID 862, 2007;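 active means inhibition above the mean inhibition across all screened compounds plus 3 SD, cut at about 44% in these data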;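 further: 0% = DMSO only wells and 100% = 100 µM nifuroxazide control wells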
# RAM network inh: inhibitors of the yeast RAM network, primary screen, dse1pr::URA3 reporter, 5-FOA selection; S. cerevisiae dse1pr::URA3 reporter, 5-FOA growth OD615, 2 d; analog-sensitive cbk1-as2 kinase mutant strain; inhibition, % at 50 µM; 1.8% of 190,000 active;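 active means inhibition above a set limit, 3 SD over mean compound inhibition, cut at about 8.4% in these data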;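 further: 0% = DMSO-only wells with no growth and 100% = 10 µM 1-NA-PP1 full growth; inhibition rescues growth on 5-FOA so higher OD means more RAM inhibition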
# STAT1 blocker: STAT1 signaling inhibitors, primary screen, cell-based, HTS, luciferase reporter. 0.35% of 200,000 active. NIH 3T3 STAT1-luciferase reporter, IFN-gamma, luminescence. inhibition, % at 5.5 µM;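 active means inhibition above a set limit, the mean inhibition across all tested compounds plus 3 SD, cut at about 34% in these data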;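 further: 0% = IFN-gamma with DMSO and 100% = IFN-gamma with 300 µM nifuroxazide; values of inactives mirror those of a sister screen read the other way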
# TR-FRET SRC-2 ct: TR-FRET signal artefacts, primary screen, artefact control for PPARgamma SRC-2 agonist project, biochemical. TR-FRET artefact counter-screen; hits give high values. TR-FRET ratio at 8 µM. 0.4% of 200,000 active; in the data active means TR-FRET ratio above about 2000; further: inactives centre near 1500
# The depositor's hits bear a star; . = no result given.
SMILES,ROMK mod,PPARg SRC3 recr,PPARg SRC2 recr,S1P3 antag,STAT3 act,TLR4 MyD88 comp,PPARg SRC1 recr,STAT3 inh,RAM network inh,STAT1 blocker,TR-FRET SRC-2 ct
CCCC(CCC)c1nc2ccncc2[nH]1,0.086,0,-9,3,101,-7,-4,0,1.1,7,1527
Cc1nc2c(sc3nc4c(cc32)COC(C)(C)C4)c(=O)n1CC(=O)NCc1ccco1,4.1*,8,6,.,111,2,7,-10,0.2,-34,1648
COc1ccc(C(=O)N2CCN(C3CCCCC3)CC2)c(OC)c1,-0.053,0,7,-10,102,-2,5,0,1.1,0,1434
Cc1ccc(S(=O)(=O)N2CCCOC2CNC(=O)C(=O)NC2CCCCC2)cc1 (stereo unspecified),-0.73,4,-1,-6,98,-10,1,3,2.6,3,1596
OCCCCCN=c1cc(-c2ccccc2)oc2ccc(Cl)cc12,.,6,4,.,96,0,3,9,0.4,-17,1644
COc1cc(/C=N/n2cnnc2)ccc1OCCOc1ccccc1,0.63,-7,1,-31,98,-1,13,6,-0.8,5,1571
Cn1c(=NC(=O)CSCC(=O)N2CCCCC2)sc2ccccc21,0.17,-8,1,.,99,5,-5,1,0.7,3,1330
COc1cc(/C=N/NC(N)=O)ccc1OC(=O)c1ccco1,0.32,-1,-1,18,106,-9,11,4,0.5,-2,1682
COc1ccc(C(=O)Nc2nc(N3C(=O)c4ccccc4C3=O)n(-c3ccccc3)n2)cc1,-0.46,3,6,.,102,-5,0,4,0.2,2,1271
CNC(=O)c1nnn(Cc2ccccc2)c1NC(=O)C(F)(F)F,-0.22,0,0,-33,103,7,5,-1,0.7,1,1540
CCn1c(C)nc2cc(S(N)(=O)=O)ccc21,0.38,2,-5,-5,102,-4,3,0,1.2,-7,1455
CCOc1ccc(-n2c(-c3ccc(OC)cc3)c[n+]3c2CCCCC3)cc1,.,2,3,0,29,6,-8,85*,1.6,25,1599
O=C(O)CSc1ccc(Oc2ccc(SCC(=O)O)cc2)cc1,0.38,-3,7,10,91,-3,6,18,3.0,5,1569
COc1ccc(CCCc2n[nH]c(=S)o2)cc1,.,-1,-2,-2,95,-4,7,10,-1.1,-9,2009*
Cc1ccc(S(=O)(=O)N2CCN(Cc3nc4sc5c(c4c(=O)[nH]3)CCCC5)CC2)cc1,-1.2,2,5,-2,105,-10,1,3,3.8,-4,1448
CC1CCN(C(=O)C(C)c2ccc([N+](=O)[O-])cc2)CC1 (stereo unspecified),0.27,0,-12,12,106,-13,4,1,3.3,-4,1214
Cc1c(NC(=O)CCC(=O)N2CCCCC2)c(=O)n(-c2ccccc2)n1C,.,-1,1,2,100,1,5,5,0.9,1,1686
O=C(O)CNC(=S)N(Cc1ccc(F)cc1)C1CCCCC1,0.67,-2,3,-16,101,-2,1,3,0.2,0,1420
Cc1ccc(Cn2nnnc2CN2CCC(O)(c3ccccc3F)CC2)cc1,.,2,3,.,94,-23,0,12,0.6,-4,1556
O=C(Nc1ccc(CN2CCOCC2)cc1)c1ccc(-c2cc(Cl)ccc2Cl)o1,0.16,5,4,.,75,-6,8,28,-0.1,1,1577
Cn1c(=O)[nH]c(=O)c2c1nc(N1CCCCC1)n2CCCSc1nc2ccccc2s1,.,-3,13,-34,110,4,-2,-9,1.1,-4,1528
COc1ccccc1C(=O)NC(C)C(c1cccs1)N1CCN(C)CC1 (stereo unspecified),0.11,9,8,-2,104,7,3,-2,0.1,1,1460
CC(Oc1ccc(Cl)cc1Cl)C(=O)N(Cc1ccco1)C1CCS(=O)(=O)C1 (stereo unspecified),0.14,5,-3,-3,99,-3,8,3,1.1,-1,1774
Cn1c(SCC(=O)Nc2ccc(N3CCOCC3)c(Cl)c2)nnc1C(O)c1ccccc1 (stereo unspecified),.,10,9,14,109,-6,14,-9,-0.1,1,1541
CCOc1ccc(S(=O)(=O)N2CCc3cc(OC)c(OC)cc3C2)cc1,-0.56,1,-2,-1,103,3,5,1,1.8,-7,1688
O=C(Nc1ncc2c(n1)-c1ccccc1OC2)c1ccc(Cl)cc1,.,0,-6,.,90,-2,-7,15,2.4,5,1320
Cc1noc(C)c1C(=O)N1CCN(C(=O)c2sc3cc(Cl)ccc3c2Cl)CC1,.,0,-4,-17,101,-16,-3,2,1.2,12,1618
O=C(NNC(=O)C1CCN(Cc2cccc(F)c2)CC1)c1cccc(Cl)c1,.,10,6,.,101,-6,3,8,3.0,8,1729
COc1ccc2c(c1)cc1n2CCN=C1NN,0.28,10,12,.,97,-5,3,5,0.0,-17,1408
O=C(NCc1ccccc1)c1ccc(COCC(F)(F)F)o1,0.083,5,0,17,95,13,2,9,0.6,3,1525
COc1ccc2cc3cc(C(=O)NCc4cccnc4)oc3nc2c1,-0.33,5,1,30*,75,-20,10,34,2.2,-10,1675
CCN1CCc2nc(NC(=O)c3cc(F)c(F)cc3Cl)sc2C1,-0.72,-7,12,-3,105,-1,-2,-5,1.2,-13,1453
Cc1cc(/C=N\NC(=O)CC(=O)NC2CCCCC2)c(C)n1-c1ccc(Cl)cc1,.,3,-1,.,114,7,2,-9,-0.1,-1,1341
COc1ccccc1NC(=O)c1nnn(Cc2ccccc2)c1NC(=O)C(F)(F)F,.,5,12,.,88,6,-1,18,4.0,5,1752
Cc1ccc(Cl)cc1N1CCN(C(=O)COc2ccc3c(c2)CCC3)CC1,.,0,-9,4,107,1,-5,-9,5.9,3,1508
Cc1cc(C)n(-c2cc(N3CCN(S(=O)(=O)c4ccc(Cl)cc4)CC3)ccc2[N+](=O)[O-])n1,0.27,-2,0,-3,98,3,6,6,5.2,-2,1661
Cn1cc([N+](=O)[O-])c(C(=O)NNC(=O)c2ccc([N+](=O)[O-])cc2Cl)n1,0.79,-1,8,-10,96,-5,2,8,0.1,2,1466
CCOC(=O)c1ccccc1NC(=O)Cn1cnc2c(oc3ccccc32)c1=O,0.43,3,0,.,114,-2,4,-16,5.2,-13,1668
Cn1cnc([N+](=O)[O-])c1Sc1ncccc1N,0.012,-6,7,.,100,-1,-1,6,2.1,0,1468
CS(=O)(=O)N1CCCC(C(=O)N2CCN(c3cccc(Cl)c3)CC2)C1 (stereo unspecified),-0.0092,3,3,8,98,-4,4,9,0.9,6,1577

# Three structures from above, arranged by molar mass, highest first.
SMILES,ROMK mod,PPARg SRC3 recr,PPARg SRC2 recr,S1P3 antag,STAT3 act,TLR4 MyD88 comp,PPARg SRC1 recr,STAT3 inh,RAM network inh,STAT1 blocker,TR-FRET SRC-2 ct
CS(=O)(=O)N1CCCC(C(=O)N2CCN(c3cccc(Cl)c3)CC2)C1 (stereo unspecified),-0.0092,3,3,8,98,-4,4,9,0.9,6,1577
O=C(Nc1ncc2c(n1)-c1ccccc1OC2)c1ccc(Cl)cc1,.,0,-6,.,90,-2,-7,15,2.4,5,1320
COc1ccc2c(c1)cc1n2CCN=C1NN,0.28,10,12,.,97,-5,3,5,0.0,-17,1408

# Later entries
SMILES,ROMK mod,PPARg SRC3 recr,PPARg SRC2 recr,S1P3 antag,STAT3 act,TLR4 MyD88 comp,PPARg SRC1 recr,STAT3 inh,RAM network inh,STAT1 blocker,TR-FRET SRC-2 ct
S=C1NCCOCCOCCOCCOCCNC(=S)N2CCOCCOCCN1CCOCC2,-0.37,3,3,-8,107,2,-7,-4,2.7,-4,1326
CN(C)/C=N/c1cnc(C(=O)c2ccc(Cl)cc2)n1C,.,7,2,-5,103,-3,5,5,0.7,-50,1619
CN(C)C(=O)c1ccc(-n2cnc3ccccc3c2=O)cc1,0.7,4,4,17,100,1,-7,4,0.6,-15,1438
NC(=O)COc1ccc2c3c(c(=O)oc2c1)CCCCC3,.,-6,-3,17,98,-12,-6,1,3.8,1,1238
Cc1c(C2CC(=O)N(c3ccccc3)C2=O)[nH]n(-c2ccccc2)c1=O (stereo unspecified),1.4,-1,-8,.,113,-7,5,-12,5.7,3,1604
CCNc1nc(NC(C)C)nc(Oc2ccc(=O)n(C)n2)n1,0.68,8,10,-11,93,-13,11,14,1.2,2,1568
CC1=NS(=O)(=O)c2cc(Cl)ccc2N1,.,-1,4,-13,107,1,5,-5,2.2,3,1409
O=c1cc(NCc2ccco2)c2ccccc2o1,.,14,8,.,98,-11,4,7,0.6,9,1630
C=CCn1c(O)c(C(CC)=NCc2cccnc2)c(=O)[nH]c1=O,0.012,3,-1,-22,100,-16,3,7,1.9,-3,1464
Cc1ccc2c(c1)c(CC(=O)Nc1ccc(F)cc1)c(C(=O)O)n2C,-0.18,3,4,.,103,-2,2,-6,0.2,9,1543
O=C(c1ccc(COc2ccccc2[N+](=O)[O-])o1)N1CCCCCC1,.,-2,1,.,96,-13,2,9,0.0,-17,1710
Nc1nc(SCC(=O)NC2CCCc3ccccc32)n[nH]1 (stereo unspecified),0.34,6,-1,-24,98,0,6,3,1.5,10,1690
Cn1nc(C(F)(F)F)c(C(=O)Nc2cccc(Cl)c2)c1Cl,.,3,0,.,109,2,-7,-5,1.4,-2,1453
Cc1nc(NCCc2ccc(S(N)(=O)=O)cc2)c2c3c(sc2n1)CCC3,-0.83,-6,3,.,115,13,3,-11,0.3,15,1575
O=C(CSc1ccccc1)Nc1ccc(-c2nc3ccccc3[nH]2)cc1,.,1,5,-15,116,0,-1,-25,5.8,-34,1481
CN(C)c1ccc(NC(=O)/C=C/c2ccccc2Cl)cc1,0.87,9,16,-5,97,4,8,7,2.5,-54,1527
CSc1ccccc1C(=O)NC1CCCCCC1,-0.063,2,5,.,106,-15,-1,-7,1.2,-4,1641
Cc1nn(-c2ccccc2)c(N)c1Sc1cccc([N+](=O)[O-])c1,.,5,-2,6,91,12,3,10,-0.8,-1,1501
CCc1c(C)sc(NC(=O)C2CC2)c1C(=O)OC(C)C,.,-5,-8,-6,99,-8,1,4,0.5,-4,1324
CCOC(=O)Cc1csc(NC(=O)c2csc3c2CCCC3)n1,.,5,11,26,101,13,-1,3,5.4,-5,1538
C=CCOc1c(CNc2cccc(C(=O)O)c2)cccc1OC,1.3,-8,10,.,119,4,-1,-14,-0.1,-49,1435
COC(=O)c1cn(NC(=O)c2ccc([N+](=O)[O-])c(C)c2)c(=O)c2ccccc12,0.72,6,-2,-14,100,6,3,6,2.0,-1,1724
CCC(=O)Nc1c(C)n[nH]c1C,0.32,-6,-6,-5,98,-1,1,0,1.8,-2,1478
COc1ccccc1Oc1nc(-c2cccnc2)nc2ccccc12,-0.55,6,6,-3,92,7,4,14,-0.7,-3,1651
